High-throughput results deposited in PubChem BioAssay by several laboratories.
Rv3671c inh: Rv3671c serine protease inhibitors, primary screen, biochemical, fluorescence polarization, M. tuberculosis H37Rv; actives 0.048% (n = 320,000); inhibition, % at 5.96 µM; P9WHR9; in the data active means inhibition above about 38%;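 further: extracellular domain of Rv3671c used as enzyme; 0% = enzyme with DMSO and 100% = no enzyme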
3CLpro inhibitor: SARS-CoV 3CLpro protease inhibitors, primary screen, biochemical, quenched FRET; inhibition, % at 6 µM; actives 0.14% (n = 290,000); AID 1706, 2009; recombinant SARS-CoV 3CLpro, quenched FRET peptide cleavage; in the data active means inhibition above about 12%
VHR inh abs: VHR1 phosphatase inhibitors, primary screen, biochemical, absorbance, uHTS; actives 0.52% (n = 290,000); AID 1654, 2009; recombinant VHR phosphatase, pNPP absorbance; inhibition, % at 13.3 µM; Dual specificity protein phosphatase 3 (Homo sapiens), P51452; in the data active means inhibition above about 50%; further: some compounds called inactive have numbers as strong as hits
Target sequence (P51452 whole entry, looked up): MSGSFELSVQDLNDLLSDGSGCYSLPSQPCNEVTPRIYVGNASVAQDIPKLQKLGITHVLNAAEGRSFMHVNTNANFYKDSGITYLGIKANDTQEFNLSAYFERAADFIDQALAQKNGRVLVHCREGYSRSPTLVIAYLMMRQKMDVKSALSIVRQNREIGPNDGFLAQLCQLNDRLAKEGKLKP
CCHF vOTU inh: CCHFV vOTU protease inhibitors, primary screen, biochemical, Pep-AMC substrate, fluorescence; Crimean-Congo hemorrhagic fever virus L polyprotein viral ovarian tumor (vOTU) protease …; inhibition, % at 11.5 µM; actives 0.55% (n = 370,000); in the data active means inhibition above about 30%; further: 0% = vehicle wells with enzyme and 100% = no enzyme wells
Anthrax LF inh2: Bacillus anthracis LF protease inhibitors, primary screen, biochemical, multiplex microsphere, MLPCN library; actives 0.12% (n = 360,000); inhibition, % at 10 µM; Lethal factor (Bacillus anthracis), P15917; AID 588501, 2011; multiplex microsphere protease cleavage assay; further: plate controls were buffer without enzyme for full effect and enzyme alone for no effect
Target sequence (P15917 whole entry, looked up): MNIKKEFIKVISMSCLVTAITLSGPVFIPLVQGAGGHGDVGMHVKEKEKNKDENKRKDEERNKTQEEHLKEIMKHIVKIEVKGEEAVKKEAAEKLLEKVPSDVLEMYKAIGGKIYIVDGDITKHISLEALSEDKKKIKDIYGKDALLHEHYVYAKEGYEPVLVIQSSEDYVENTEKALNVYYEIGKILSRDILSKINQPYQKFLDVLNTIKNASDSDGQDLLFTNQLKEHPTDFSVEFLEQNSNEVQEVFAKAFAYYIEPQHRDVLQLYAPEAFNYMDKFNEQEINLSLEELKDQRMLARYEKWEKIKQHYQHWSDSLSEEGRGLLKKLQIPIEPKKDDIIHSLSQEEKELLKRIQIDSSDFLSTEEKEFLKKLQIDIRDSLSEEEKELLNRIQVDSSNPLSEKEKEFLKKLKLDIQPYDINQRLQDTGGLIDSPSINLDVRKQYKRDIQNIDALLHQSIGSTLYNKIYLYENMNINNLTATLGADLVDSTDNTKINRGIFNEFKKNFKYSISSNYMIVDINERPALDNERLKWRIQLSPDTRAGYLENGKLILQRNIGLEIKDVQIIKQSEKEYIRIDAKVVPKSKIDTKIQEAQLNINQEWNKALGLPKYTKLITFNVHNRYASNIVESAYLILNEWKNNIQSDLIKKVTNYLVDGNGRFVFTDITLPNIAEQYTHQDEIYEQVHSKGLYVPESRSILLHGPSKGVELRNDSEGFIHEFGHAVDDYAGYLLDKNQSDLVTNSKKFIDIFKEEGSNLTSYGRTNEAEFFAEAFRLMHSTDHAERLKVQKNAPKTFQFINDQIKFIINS
PrPC TRFRET: inhibitors of human cell surface prion protein PrPC, primary screen, cell-based, TR-FRET. TR-FRET read-out. actives 0.43% (n = 370,000). inhibition, % at 13.8 µM. Major prion protein (Homo sapiens), P04156. AID 720596, 2013; in the data active means inhibition above about 24%; further: 0% = median of the test wells and 100% = reference compound wells
BoNT-F LC inh: BoNT/F light chain protease inhibitors, primary screen, biochemical, flow cytometry, MLPCN library. actives 0.22% (n = 360,000). Multiplex microsphere protease cleavage assay. inhibition, % at 10 µM. Botulinum neurotoxin type F light chain protease (Clostridium botulinum). AID 588497, 2011; in the data active means inhibition above about 35%, passing the limit was not always enough; inconclusive means no clear call, values can overlap the other calls; further: plate controls were buffer without enzyme for full effect and enzyme alone for no effect
PriA SSB inh: inhibitors of Klebsiella pneumoniae PriA binding to SSB C-terminal tail, primary screen, biochemical, AlphaScreen. PriA–SSB C-terminal tail interaction (Klebsiella pneumoniae). AlphaScreen SSBct-PriA binding, biotinylated peptide. inhibition, % at 33 µM. actives 0.6% (n = 430,000); in the data active means inhibition mostly above about 37%, no sharp cut-off; inactive means mostly below about 20%;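 further: plate controls were negative control peptide for no effect and reference peptide for full effect; strong numbers were not always called active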
BoNT A protease: BoNT/A light chain protease inhibitors, primary screen, biochemical, flow cytometry, MLPCN library. inhibition, % at 10 µM. multiplex microsphere protease substrate cleavage. actives 0.17% (n = 360,000); further: plate controls were buffer without enzyme for full effect and enzyme alone for no effect
MazEF act: activators of E. coli MazEF toxin-antitoxin RNase, primary screen, biochemical, fluorescence, uHTS; Endoribonuclease toxin MazF (Escherichia coli (strain K12)), P0AE70; FAM/BHQ RNA-DNA oligo cleavage fluorescence, 5 h; actives 0.32% (n = 350,000); activation, % at 20 µM; in the data active means activation above about 50%
Target sequence (P0AE70 whole entry, looked up): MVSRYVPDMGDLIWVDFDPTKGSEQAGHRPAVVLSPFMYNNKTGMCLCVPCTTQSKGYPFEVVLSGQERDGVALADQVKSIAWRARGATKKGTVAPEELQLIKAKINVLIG
* = called active by the depositor; i = inactive; ? = inconclusive; . = not tested or not shown. Unless noted, no stated cut-off is given here; in the data, active means inhibition above about 30%; inconclusive means no clear call, values can overlap the other calls; inactive means below that. The list is partial; count on the stated rates, not on these rows.

SMILES | Rv3671c inh | 3CLpro inhibitor | VHR inh abs | CCHF vOTU inh | Anthrax LF inh2 | PrPC TRFRET | BoNT-F LC inh | PriA SSB inh | BoNT A protease | MazEF act
CCOC(=O)C1CCN(CCC(=O)Nc2ccc(C)c(C)c2)CC1 | -2 | 5 | 11 | 1 | 1 | -5 | -4 | -5 | -0.5 | 3
O=C1N2CCCCC1(Sc1ccccc1)CCC2 (centres undefined) | . | . | . | 8 | -4 | 4 | 6 | . | -0.3 | .
Cc1nc(N(CCO)C2CCCCC2)c2nnn(Cc3ccccc3)c2n1 | -7 | 2 | 29 | 0 | 18 | 2 | 18 | -2 | -0.6 | 4
CCCCNC(=O)CCc1nc2cccnc2n1Cc1ccccc1 | 12 | 0 | 0 | -5 | 5 | 0 | 2 | 1 | -2.4 | 2
CC(C)c1ccc(-c2cc(C(=O)NN3CCN(C)CC3)c3ccccc3n2)cc1 | -1 | 0 | 39 | -6 | 1 | 3 | -4 | -7 | 0.7 | -2
O=C(Nc1ccccc1N1CCOCC1)C1CCN(S(=O)(=O)c2ccc(F)cc2)CC1 | -4 | 3 | -7 | -15 | -3 | -3 | -10 | -6 | 0.0 | 1
Cc1cc(Nc2ccc3c(c2)OCCO3)n2nc(C)nc2n1 | 2 | -2 | 25 | -1 | -12 | 3 | -11 | -2 | -0.7 | -2
CCOC(=O)C1(C)Oc2ccccc2C(c2ccc(OC)cc2)=C1C(=O)OC (centres undefined) | . | . | . | 7 | -2 | -3 | -5 | -5 | -0.5 | 1
CCOc1ccccc1NC(=O)CN(c1ccc(C)cc1)S(=O)(=O)c1c(C)n[nH]c1C | -4 | 2 | 22 | 11 | 0 | 11 | -44 | -1 | -2.2 | -4
C#CCNC(=O)C[C@@H]1C[C@@]2(C(=O)OCC)CCC=C2N(Cc2ccc3c(c2)OCO3)C1=O | . | . | . | 6 | -2 | 8 | -6 | . | -0.6 | .
CCN(C(=O)COc1cccc2cccnc12)C1CCS(=O)(=O)C1 (centres undefined) | 3 | 0 | 39 | 20 | -2 | 1 | -1 | -7 | -0.4 | -7
CCC/C(=N/NC(=O)c1ccccc1Cl)c1ccccc1 | -6 | -6 | -15 | 5 | 0 | 2 | -4 | . | -0.8 | 0
CCCN(C(=O)CSc1nnc2ccccn12)C1CCS(=O)(=O)C1 (centres undefined) | -5 | . | . | 3 | -16 | -3 | -1 | 0 | -0.6 | 7
O=C(/C=C/c1ccco1)N1CCN(S(=O)(=O)c2ccc(F)c(F)c2F)CC1 | 1 | -2 | -14 | 4 | -3 | -11 | -2 | 8 | 0.6 | 2
CC(C)C[C@@H](CN1CCC[C@H]1CN1C(=O)C(=O)NC[C@@H]1Cc1ccc(O)cc1)N1C[C@H](Cc2ccc(O)cc2)N(CC2CCCCCC2)C(=O)C1=O | . | . | . | 14 | -12 | 14 | -1 | . | 0.3 | .
Cc1ccnc(NS(=O)(=O)c2ccc(NC(=O)/C=C/c3ccccc3)cc2)n1 | -5 | -1 | 16 | -11 | -5 | -4 | -3 | 1 | 0.7 | 6
COc1ccccc1NC(=O)CN(Cc1ccco1)C(=O)c1cccs1 | -8 | -1 | 27 | -3 | -4 | 2 | 0 | 4 | -0.1 | -1
C=CCC1c2cccc(C(=O)O)c2C(=O)N1c1cccc(C)c1 (centres undefined) | -9 | -3 | 7 | 3 | 3 | 2 | -2 | 4 | 0.8 | 1
Cc1ccc(S(=O)(=O)N2CN(CC3CCCO3)c3nc4ccccc4nc32)c(C)c1 (centres undefined) | 5 | 1 | -16 | -25 | -1 | 11 | 1 | 1 | -1.6 | 1
CCc1cc(=O)oc2cc(OCC(N)=O)c(Cl)cc12 | 5 | 8 | 19 | 9 | 2 | -1 | -5 | -9 | -1.1 | 5

Record cards (already shown):
`O=C(/C=C/c1ccco1)N1CCN(S(=O)(=O)c2ccc(F)c(F)c2F)CC1` in the list: Rv3671c inh: 1; 3CLpro inhibitor: -2; VHR inh abs: -14; CCHF vOTU inh: 4; Anthrax LF inh2: -3; PrPC TRFRET: -11; BoNT-F LC inh: -2; PriA SSB inh: 8; BoNT A protease: 0.6; MazEF act: 2
`CC(C)C[C@@H](CN1CCC[C@H]1CN1C(=O)C(=O)NC[C@@H]1Cc1ccc(O)cc1)N1C[C@H](Cc2ccc(O)cc2)N(CC2CCCCCC2)C(=O)C1=O` in the list: Rv3671c inh: .; 3CLpro inhibitor: .; VHR inh abs: .; CCHF vOTU inh: 14; Anthrax LF inh2: -12; PrPC TRFRET: 14; BoNT-F LC inh: -1; PriA SSB inh: .; BoNT A protease: 0.3; MazEF act: .

(list continues)
SMILES | Rv3671c inh | 3CLpro inhibitor | VHR inh abs | CCHF vOTU inh | Anthrax LF inh2 | PrPC TRFRET | BoNT-F LC inh | PriA SSB inh | BoNT A protease | MazEF act
COc1ccc(NC(=O)CNc2cc(S(=O)(=O)N3CCOCC3)ccc2NCC2CCCO2)cc1 (centres undefined) | -10 | 4 | 18 | 10 | 13 | -6 | 7 | -3 | 3.5 | -9
CCn1c(=O)c(C(=O)NNS(=O)(=O)c2ccc(C)cc2)c(O)c2ccccc21 | -2 | 7 | 7 | 17 | 0 | 7 | -12 | -3 | -2.5 | -4
Cc1cc(=O)oc2cc(NC(=O)COc3cccc(C(F)(F)F)c3)ccc12 | -4 | . | . | -38 | -4 | 3 | -6 | -9 | -0.4 | -25
CCn1cc(/C=C(\NC(=O)c2ccccc2OC)C(=O)N2CCOCC2)c2ccccc21 | . | . | . | 22 | -1 | -3 | -4 | . | -0.1 | 2
CCOC(=O)Cc1csc(NC(=O)COc2cccc(C)c2)n1 | 0 | -5 | 11 | 3 | 2 | -2 | -2 | 2 | -0.2 | 0
COc1ccc(-n2sc3ccccc3c2=O)cc1 | . | . | . | 10 | -8 | -4 | -3 | . | 20 | -9
CC(C)CCN1C(=O)c2ccc(C(=O)OCn3nnc4ccccc4c3=O)cc2C1=O | -5 | -4 | -3 | 4 | 6 | -3 | -30 | -2 | 1.5 | -2
Oc1ccc(Cl)cc1CN1CCN(Cc2ccccc2)CC1 | -2 | 3 | 9 | -3 | 0 | 6 | -1 | -9 | 0.2 | -2
CCc1ccccc1NC(=O)CSc1nc2c(c(-c3ccco3)c1C#N)CCCC2 | -4 | 0 | -2 | -4 | 1 | -5 | 0 | -20 | -0.6 | 9
Cc1cccc(NC(=O)CN2CCN(C(=O)c3ccc(-c4nc5ccccc5s4)o3)CC2)c1C | . | . | . | -2 | 9 | -1 | 4 | -5 | -1.1 | -12
CCc1ccc(OCCn2cccn2)cc1 | -7 | 5 | -15 | 0 | -2 | 0 | -2 | -11 | -0.6 | -2
CNc1nc(Cl)nc2ncn(C)c12 | . | . | . | -11 | -15 | -2 | -5 | -8 | -0.6 | 4
CCN(CC)CCn1c(=O)n(-c2ccc(Cl)cc2)c(=O)c2c3c(sc21)CN(C)CC3 | 1 | -2 | 0 | 1 | -16 | 4 | ? | 3 | 2.4 | 660*
CC(=O)Nc1ccc(NC(=O)CCCCCn2nnc3ccccc3c2=O)cc1 | . | -3 | 27 | -4 | -1 | -4 | -5 | 4 | -0.4 | 9
O=C(OCc1ccc(F)cc1)c1ccc2ccccc2n1 | -7 | -1 | 30 | 11 | -1 | -2 | -5 | -28 | 1.3 | -5
Cn1c(=O)c(=O)n(C)c2cc(N3CCCCC3)c(NS(=O)(=O)c3ccc(Br)cc3)cc21 | -9 | -4 | -19 | 5 | -2 | 1 | 0 | 7 | -0.7 | 13
O=C(Cn1c(=O)oc2ccccc21)Nc1ccc(Cl)cc1 | 2 | -4 | 30 | 3 | -9 | 7 | 12 | -31 | 3.7 | 8
CCc1ccc(C(=O)CCC2CCCCC2=O)cc1 (centres undefined) | 5 | 2 | 16 | . | -1 | . | 10 | -31 | 0.0 | -6
O=C(C1COc2ccccc2O1)N1CCc2ccccc21 (centres undefined) | 4 | 0 | -6 | 2 | -1 | -8 | 11 | -26 | -0.5 | -5
S=c1ncc2[nH]c(=S)[nH]c2[nH]1 | . | . | . | . | -3 | . | 6 | -2 | 0.6 | -13
OCCN1CCN(CCCc2c3c(cc4c2CCC4)CCC3)CC1 | 5 | -1 | -6 | 2 | -1 | 4 | -16 | -2 | -1.8 | 10
Cc1cccc(N2CCN(C(=O)c3ccc(NC(=O)C4CCCO4)cc3)CC2C)c1 (centres undefined) | -6 | 1 | 17 | 8 | -2 | 2 | 11 | -6 | -1.5 | -1
CCOC1=C2CN(S(=O)(=O)c3ccc(C)cc3)[C@H](c3cccc(Cl)c3)C[C@H]2[C@H]2C(=O)N(c3ccccc3)C(=O)[C@H]2C1 | . | . | . | 1 | -11 | 3 | -2 | . | -0.9 | .
COc1cccc(C2CC(c3c(Cl)cccc3Cl)n3nc(N)nc3N2)c1 (centres undefined) | -2 | -7 | 28 | 0 | 0 | -2 | -2 | -2 | -0.4 | 9
O=C(COc1ccc(S(=O)(=O)N2CCCCC2)cc1)N1CCCC1 | 3 | -3 | 36 | 0 | -4 | -2 | 15 | 2 | 3.4 | 8
Cc1ccc(-c2cn3nc(C)c(C)nc3n2)cc1 | 3 | 4 | 21 | -186 | -1 | -31 | -23 | 0 | 4.3 | -5
Cc1nc(NS(=O)(=O)c2ccccc2)sc1C(=O)N/N=C/c1ccccc1 | 0 | -1 | 2 | 14 | -6 | -8 | 5 | i | -0.4 | 4
O=C(O)c1ccc(N=C2NC(=O)C(CO)(CO)S2)cc1 | 2 | 2 | -4 | -1 | -14 | 4 | ? | -4 | -4.5 | 3
Cn1c(Cn2c(=O)sc3ccccc32)nnc1SCC(=O)Nc1ccc(F)cc1 | 7 | 3 | -12 | 1 | -1 | 1 | 5 | -16 | 0.5 | -1
CCn1c(Cn2nnc(-c3ccccc3)n2)nnc1SCC(=O)Nc1cccc(C(C)=O)c1 | 1 | 4 | -17 | -6 | 1 | -1 | -2 | -2 | 1.0 | -3
Cc1ccc(C(=O)Nc2cccnc2)cc1S(=O)(=O)N1CCCC1 | 1 | -11 | -6 | -2 | 1 | 4 | -2 | 1 | -0.8 | -3
COc1ccc(CCNC(=O)Cn2c(=O)oc3ccccc32)cc1OC | 5 | 1 | 17 | 5 | -5 | 3 | -2 | -12 | -0.1 | 2
CCCCSC1=N/C(=C/c2ccsc2)C(=O)N1c1ccccc1 | -9 | -2 | -8 | 22 | -3 | 8 | -7 | -16 | -0.3 | -5
Cc1nonc1NC(=O)CSc1ccc(-c2ccccc2)nn1 | -1 | 4 | 15 | -10 | 0 | -3 | 9 | -22 | -0.2 | -3
O=C(COC(=O)CCc1ccccc1)Nc1cc(S(=O)(=O)N2CCOCC2)ccc1N1CCCC1 | 6 | 2 | 22 | -3 | -5 | 3 | -2 | -1 | -0.6 | 4
Cc1ccccc1NS(=O)(=O)c1cccc2nonc12 | 1 | 2 | 10 | 17 | 9 | -15 | -6 | -6 | 0.6 | -1

Of the compounds above, 2 contain an NH in an aromatic ring.
SMILES | Rv3671c inh | 3CLpro inhibitor | VHR inh abs | CCHF vOTU inh | Anthrax LF inh2 | PrPC TRFRET | BoNT-F LC inh | PriA SSB inh | BoNT A protease | MazEF act
CCOc1ccccc1NC(=O)CN(c1ccc(C)cc1)S(=O)(=O)c1c(C)n[nH]c1C | -4 | 2 | 22 | 11 | 0 | 11 | -44 | -1 | -2.2 | -4
S=c1ncc2[nH]c(=S)[nH]c2[nH]1 | . | . | . | . | -3 | . | 6 | -2 | 0.6 | -13
